USP8 inh = human USP8 deubiquitinase inhibition; P40818; purified USP8, Ub-rhodamine cleavage fluorescence, 30 min; inhibition, % at 20 µM; 4.2% of 47,000 active
USP28 inh = inhibitors of human USP28 deubiquitinase | purified USP28, Ub-rhodamine cleavage fluorescence, 30 min | inhibition, % at 25 µM | 3% of 47,000 active | AID 1645857
USP30 block = inhibitors of human USP30 deubiquitinase; 5.3% of 47,000 active; AID 1645860; purified USP30, Ub-rhodamine cleavage fluorescence; inhibition, % at 25 µM
Target sequence (Q70CQ3 whole entry, looked up): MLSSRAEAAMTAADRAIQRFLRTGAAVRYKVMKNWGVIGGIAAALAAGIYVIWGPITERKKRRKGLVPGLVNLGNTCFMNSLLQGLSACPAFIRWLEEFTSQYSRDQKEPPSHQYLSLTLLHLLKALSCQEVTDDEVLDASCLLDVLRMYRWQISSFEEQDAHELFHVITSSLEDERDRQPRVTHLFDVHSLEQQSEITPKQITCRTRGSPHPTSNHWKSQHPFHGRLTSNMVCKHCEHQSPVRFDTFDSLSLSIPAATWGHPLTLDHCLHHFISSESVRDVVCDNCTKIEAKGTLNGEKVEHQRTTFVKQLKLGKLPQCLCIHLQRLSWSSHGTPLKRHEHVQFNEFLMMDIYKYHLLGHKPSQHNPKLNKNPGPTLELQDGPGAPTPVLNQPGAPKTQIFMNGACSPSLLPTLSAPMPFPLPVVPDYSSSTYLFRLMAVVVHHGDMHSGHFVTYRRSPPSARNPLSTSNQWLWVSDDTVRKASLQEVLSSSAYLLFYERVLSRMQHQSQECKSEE
OTUD3 inh = human OTUD3 deubiquitinase inhibition; Q5T2D3; purified OTUD3, Ub-rhodamine fluorescence, 2 h; inhibition, % at 25 µM; 0.7% of 47,000 active
USP7 block = blocks human USP7 ubiquitin-rhodamine cleavage. purified USP7, Ub-rhodamine cleavage fluorescence. inhibition, % at 20 µM. 0.3% of 47,000 active. AID 1645854
USP10 inh = human USP10 deubiquitinase inhibition. Q14694. purified USP10, Ub-rhodamine fluorescence, 60 min. inhibition, % at 20 µM. 1.1% of 47,000 active. AID 1645856
USP17 inh = blocks human USP17 ubiquitin-rhodamine cleavage | purified USP17, Ub-rhodamine cleavage fluorescence, 3 h | AID 1645855 | 6.5% of 47,000 active | inhibition, % at 50 µM
UCHL1 inh = inhibitors of human UCHL1 deubiquitinase. purified UCHL1, Ub-rhodamine cleavage fluorescence. inhibition, % at 20 µM. 0.2% of 47,000 active. AID 1645859
Target sequence (P09936 whole entry, looked up): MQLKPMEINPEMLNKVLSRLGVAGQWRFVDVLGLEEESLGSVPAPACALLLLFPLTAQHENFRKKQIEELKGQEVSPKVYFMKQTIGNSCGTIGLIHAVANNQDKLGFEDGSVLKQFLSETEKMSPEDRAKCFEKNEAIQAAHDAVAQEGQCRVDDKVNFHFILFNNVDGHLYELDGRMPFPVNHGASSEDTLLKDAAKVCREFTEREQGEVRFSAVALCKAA
* marks the source's active call; other numbers are inactive results; i = inactive; . = no result given. Rule as the data show it: active = inhibition above about 30%; inactive = the rest.

(1) COc1cc(C2CC(=O)Nc3nc(C)[nH]c(=O)c32)cc(OC)c1O (stereo not drawn)
(2) COc1ccc(NC(=O)CC2C(=O)N(c3ccc(OC)cc3)C(=O)N2Cc2cccnc2)cc1 (stereo not drawn)
(3) CC(C)(C)c1ccc(S(=O)(=O)N2CCN(Cc3nc4ccccc4c(=O)[nH]3)CC2)cc1
(4) Cc1noc(C)c1CN1CCC(N2CCN(C(=O)c3ccc4c(c3)CCO4)CC2=O)CC1
(5) O=S1(=O)[C@@H]2CCNCC[C@@H]2CN1Cc1cccnc1
(6) COc1ccc(Nc2nc(Nc3cccc(Cl)c3)nc3nccnc23)cc1
(7) Cc1ccccc1NC(=O)CN1c2ccccc2S(=O)(=O)c2ccccc21
(8) Cc1cc(C)c2nc(N3CCC(C(=O)N4CCc5ccccc5C4)CC3)sc2c1
assay / entry,1,2,3,4,5,6,7,8
USP8 inh,-130,-22,-4,-37,15,2,2,0
USP28 inh,-12,-3,-10,0,7,-185,.,-5
USP30 block,-10,-2,-13,2,10,i,.,-11
OTUD3 inh,11,-2,-7,-1,2,-184,-1,0
USP7 block,-3,1,1,-1,2,-14,-1,-8
USP10 inh,-1,0,-1,-3,-1,-11,4,0
USP17 inh,-22,-8,-1,-5,-4,-118,29,-15
UCHL1 inh,-4,-3,-1,-2,3,-16,-1,-2

(9) COc1cccc(CN2CCC3(CC2)OCCc2cnc(C)nc23)c1
(10) Cc1nc(-c2cccnc2SCC(=O)N2CCN(c3ccccc3C)CC2)no1
(11) O=C1NC/C=C/CC2(CCN(Cc3ccncc3)CC2)C(=O)NCCOc2ccccc21
(12) COc1ccc(CC(=O)N2CCCc3c(cnn3C)C2)cc1F
(13) CN1CCN(S(=O)(=O)c2cccc(C(=O)Nc3cccc(S(N)(=O)=O)c3)c2)CC1
(14) COC(=O)c1oc2c(c1C)C(=O)CC(c1ccc(C(C)C)cc1)C2 (stereo not drawn)
(15) Cc1cc(-c2ccc(S(=O)(=O)NCCc3ccccc3)s2)on1
(16) COc1cccc(S(=O)(=O)N2C3CCC2COC3)c1
assay / entry,9,10,11,12,13,14,15,16
USP8 inh,9,-59,4,3,-17,-25,20,2
USP28 inh,-1,-32,0,-1,1,7,20,-6
USP30 block,6,-73,0,-4,8,16,35*,8
OTUD3 inh,4,-21,5,-4,9,8,10,2
USP7 block,1,-5,3,1,2,-10,10,1
USP10 inh,-2,-4,0,0,2,1,6,-3
USP17 inh,13,-38,-8,2,-6,14,29,-2
UCHL1 inh,0,-7,1,0,3,0,6,-1

(17) Cc1cc(C(=O)Nc2ccc(-c3cnco3)cc2)nn1C
(18) CC(C)(C)C(=O)N1CCCC(Cc2cnc(-c3cn[nH]c3)cn2)C1 (stereo not drawn)
(19) COc1cc(OC)c(NC(C)C(=O)Nc2ccc3c(c2)OCO3)cc1Cl (stereo not drawn)
(20) Cc1ccc(CNC(=O)Cc2nnc(-c3ccccn3)o2)cc1C
(21) COc1cccc(CNC(=O)CN2C(=O)CSc3ncccc32)c1OC
(22) CCN1C(=O)c2c(C(=O)NC(C)C)ncn2CC1(C)C(=O)NC1CCCC1 (stereo not drawn)
(23) CCN1CC2(CC1=O)CN(C(=O)Cc1ccccc1)CCN(C(=O)C(C)C)C2 (stereo not drawn)
(24) CCOc1ccc(S(=O)(=O)N2CCCCC2)cc1NC(=O)c1ccc(C#N)cc1
assay / entry,17,18,19,20,21,22,23,24
USP8 inh,-10,-11,37*,-3,0,8,11,-136
USP28 inh,0,-1,7,-2,0,-3,7,4
USP30 block,-6,-18,-30,-8,9,8,13,11
OTUD3 inh,-3,-6,4,0,-2,0,12,4
USP7 block,-2,0,-1,1,-1,0,3,2
USP10 inh,1,1,-4,0,2,0,1,5
USP17 inh,.,-22,18,-2,1,4,11,-2
UCHL1 inh,0,-2,3,-3,-4,1,0,2

(25) O=C(COc1ccc(Cl)cc1Cl)NCCCc1ccccc1
(26) COc1cccc(-c2noc(NCc3ccccc3)n2)c1OC
(27) CCc1cc2c(cc1C(=O)CCN(C)C)OCCCO2
(28) COc1cccc(C(O)c2nc(-c3cccc(C(=O)O)c3)cs2)c1 (stereo not drawn)
(29) Cc1nc2cc(N3CC(C(=O)Nc4cccc(F)c4)CC3=O)ccc2o1 (stereo not drawn)
(30) COCCN1Cc2c(C(=O)N3CCCCC3C)ncn2-c2ccccc2S1(=O)=O (stereo not drawn)
(31) COc1ccc(C2CC(c3ccc(Br)cc3)=NN2C(=O)CSC2CCCCC2)cc1 (stereo not drawn)
(32) COc1ccccc1CNC(=O)CCCCn1c(=O)c2ccccc2n(Cc2ccc(C)cc2)c1=O
assay / entry,25,26,27,28,29,30,31,32
USP8 inh,-137,1,0,2,-3,-96,3,29
USP28 inh,16,10,-2,-3,13,2,-3,19
USP30 block,32*,6,6,4,-79,-2,8,28
OTUD3 inh,24,11,2,4,3,3,1,22
USP7 block,-51,3,-5,3,4,1,-15,9
USP10 inh,11,1,3,4,0,0,10,35*
USP17 inh,5,2,-7,-1,8,-7,-1,38*
UCHL1 inh,6,5,1,0,3,1,3,0

(33) COc1ccc(-c2ccc(CCC(=O)Nc3c(C)cccc3C)o2)cc1
(34) CCOc1ccc(S(=O)(=O)n2ccc(C)n2)c2ccccc12
(35) COc1ccc2nc(-c3cccc(NC(=O)C4CCCC4)c3)cn2n1
(36) CCOC(=O)c1ccc(Nc2nc(CC(C)=O)ns2)cc1
(37) CCc1ccc(C(CC(=O)Nc2ccc3c(c2)OCO3)NC(=O)C(F)(F)F)cc1 (stereo not drawn)
(38) Cc1cc(C)c(S(=O)(=O)NCc2ccc3[nH]c4c(c3c2)CCCC4)c(C)c1
(39) COC(=O)c1ccc(CN2CCN(c3cnn4c(C)nnc4c3)CC2)cc1
(40) CCN1CCN(C(=O)CN2CCC3(CCC2=O)NC(=O)c2ccccc2N3)CC1 (stereo not drawn)
assay / entry,33,34,35,36,37,38,39,40
USP8 inh,1,7,-1,15,37*,-9,3,0
USP28 inh,12,.,0,9,11,-17,9,0
USP30 block,44*,.,2,16,16,-97,18,9
OTUD3 inh,5,6,2,3,18,-27,17,0
USP7 block,-10,4,3,-11,11,0,6,6
USP10 inh,2,4,3,0,6,-4,0,0
USP17 inh,26,12,29,5,19,6,14,-6
UCHL1 inh,4,5,4,3,0,-1,0,-2

(41) CC1=C(C(=O)Nc2ccccc2)C(c2cccnc2)n2nc(CCCO)nc2N1 (stereo not drawn)
(42) CC(=O)N1CCN(c2nccn2-c2cccc(Cl)c2)CC1
(43) COc1ccc(CNC(=O)c2ccc(-c3nc4cccnc4n(C)c3=O)cc2)cc1OC
(44) COc1ccc(C)cc1NC(=O)Cn1ccc2ccn(C)c2c1=O
(45) COc1ccc(/C=C/C(=O)Nc2ccc3c(c2)OCCO3)cc1
(46) O=C1CN(C(=O)COc2ccc(Cl)cc2)C(c2ccccc2)c2cc(Cl)ccc2N1 (stereo not drawn)
(47) CNC(=O)c1ccc2nc(C)c(C)nc2c1
(48) CNC(=O)N1CCc2nc(N3CCc4ccccc4C3)[nH]c(=O)c2CC1
assay / entry,41,42,43,44,45,46,47,48
USP8 inh,-5,-15,-12,-1,-2,3,1,9
USP28 inh,-13,6,-6,13,.,9,-3,-1
USP30 block,-1,21,-22,-5,.,6,-37,-25
OTUD3 inh,1,11,-13,-5,2,6,3,4
USP7 block,-4,4,1,-2,-1,-15,0,0
USP10 inh,-1,1,-7,2,-2,6,-4,-3
USP17 inh,-10,5,-9,-8,-3,5,-2,0
UCHL1 inh,-2,1,-2,0,0,8,-1,-1

(49) Cc1ccc(C(=O)OC(C)C(=O)Nc2sccc2C(N)=O)cc1F (stereo not drawn)
(50) O=C(c1ccc(OCC2CCCN(C(=O)c3ccc(F)cc3)C2)cc1)N1CCOCC1 (stereo not drawn)
(51) O=C(Nc1cccnc1)N1CCC(c2cc(OCc3ccccc3)no2)CC1
(52) CC(=O)NC(Cc1ccc(C)cc1)C(=O)NC1CCN(C(=O)Nc2cccc(F)c2)CC1 (stereo not drawn)
(53) Cc1ccc(NC(=O)Cn2ncc3c(N4CCCC4)ncnc32)c(C)c1
(54) Cc1[nH]c2ccccc2c1CCNC(=O)c1cccs1
(55) CC1=Nc2c(cnn2-c2ccccc2)C2=NCCCN12
(56) CNc1nccc(-c2ccc(F)cc2)c1C#N
assay / entry,49,50,51,52,53,54,55,56
USP8 inh,-34,1,-17,0,-62,12,3,4
USP28 inh,-19,-6,17,5,16,4,-1,8
USP30 block,-81,-5,-54,5,-18,-8,-10,8
OTUD3 inh,-20,-3,-19,4,-2,0,-1,2
USP7 block,-27,0,-4,-35,-1,6,4,-2
USP10 inh,-8,0,-6,-1,-1,-1,0,1
USP17 inh,-56,-3,-36,2,-20,-1,8,26
UCHL1 inh,-20,-3,-2,0,0,1,-2,1

Rewritten with bars between the fields: 18 of the compounds above
no. | molecule | USP8 inh | USP28 inh | USP30 block | OTUD3 inh | USP7 block | USP10 inh | USP17 inh | UCHL1 inh
36 | CCOC(=O)c1ccc(Nc2nc(CC(C)=O)ns2)cc1 | 15 | 9 | 16 | 3 | -11 | 0 | 5 | 3
37 | CCc1ccc(C(CC(=O)Nc2ccc3c(c2)OCO3)NC(=O)C(F)(F)F)cc1 (stereo not drawn) | 37* | 11 | 16 | 18 | 11 | 6 | 19 | 0
38 | Cc1cc(C)c(S(=O)(=O)NCc2ccc3[nH]c4c(c3c2)CCCC4)c(C)c1 | -9 | -17 | -97 | -27 | 0 | -4 | 6 | -1
39 | COC(=O)c1ccc(CN2CCN(c3cnn4c(C)nnc4c3)CC2)cc1 | 3 | 9 | 18 | 17 | 6 | 0 | 14 | 0
40 | CCN1CCN(C(=O)CN2CCC3(CCC2=O)NC(=O)c2ccccc2N3)CC1 (stereo not drawn) | 0 | 0 | 9 | 0 | 6 | 0 | -6 | -2
41 | CC1=C(C(=O)Nc2ccccc2)C(c2cccnc2)n2nc(CCCO)nc2N1 (stereo not drawn) | -5 | -13 | -1 | 1 | -4 | -1 | -10 | -2
42 | CC(=O)N1CCN(c2nccn2-c2cccc(Cl)c2)CC1 | -15 | 6 | 21 | 11 | 4 | 1 | 5 | 1
43 | COc1ccc(CNC(=O)c2ccc(-c3nc4cccnc4n(C)c3=O)cc2)cc1OC | -12 | -6 | -22 | -13 | 1 | -7 | -9 | -2
44 | COc1ccc(C)cc1NC(=O)Cn1ccc2ccn(C)c2c1=O | -1 | 13 | -5 | -5 | -2 | 2 | -8 | 0
45 | COc1ccc(/C=C/C(=O)Nc2ccc3c(c2)OCCO3)cc1 | -2 | . | . | 2 | -1 | -2 | -3 | 0
46 | O=C1CN(C(=O)COc2ccc(Cl)cc2)C(c2ccccc2)c2cc(Cl)ccc2N1 (stereo not drawn) | 3 | 9 | 6 | 6 | -15 | 6 | 5 | 8
47 | CNC(=O)c1ccc2nc(C)c(C)nc2c1 | 1 | -3 | -37 | 3 | 0 | -4 | -2 | -1
48 | CNC(=O)N1CCc2nc(N3CCc4ccccc4C3)[nH]c(=O)c2CC1 | 9 | -1 | -25 | 4 | 0 | -3 | 0 | -1
49 | Cc1ccc(C(=O)OC(C)C(=O)Nc2sccc2C(N)=O)cc1F (stereo not drawn) | -34 | -19 | -81 | -20 | -27 | -8 | -56 | -20
50 | O=C(c1ccc(OCC2CCCN(C(=O)c3ccc(F)cc3)C2)cc1)N1CCOCC1 (stereo not drawn) | 1 | -6 | -5 | -3 | 0 | 0 | -3 | -3
51 | O=C(Nc1cccnc1)N1CCC(c2cc(OCc3ccccc3)no2)CC1 | -17 | 17 | -54 | -19 | -4 | -6 | -36 | -2
52 | CC(=O)NC(Cc1ccc(C)cc1)C(=O)NC1CCN(C(=O)Nc2cccc(F)c2)CC1 (stereo not drawn) | 0 | 5 | 5 | 4 | -35 | -1 | 2 | 0
53 | Cc1ccc(NC(=O)Cn2ncc3c(N4CCCC4)ncnc32)c(C)c1 | -62 | 16 | -18 | -2 | -1 | -1 | -20 | 0

Later entries:
(57) CSCC[C@H](NC(=O)c1sc2ccccc2c1Cl)c1nnc2ccccn12
(58) O=C(NC1CCCC1)C1CN(C(=O)c2ccc(F)cc2)CC12CCOCC2 (stereo not drawn)
(59) COc1ccc(-c2cnc3nc(N4CCN(c5ccccc5)CC4)nn3c2N)cc1
(60) COC[C@H]1C[C@@H]2CN(S(=O)(=O)c3cccc(OC)c3)C(C)[C@H]1N2C (stereo partly drawn)
(61) COc1nccnc1NC1CCN(C(=O)c2ccc3cc[nH]c3c2)CC1
(62) N#Cc1ccccc1CN1C(=O)c2ccccc2S1(=O)=O
(63) COc1ccc(N(CC(=O)Nc2cccc(C)c2C)S(=O)(=O)c2c(C)nn(C)c2C)cc1
(64) Cc1ccc(-n2nnc(C(=O)NCC3CCCO3)c2N)cc1Cl (stereo not drawn)
assay / entry,57,58,59,60,61,62,63,64
USP8 inh,-4,-2,16,0,-4,-23,-9,3
USP28 inh,1,0,5,-16,-24,-24,-4,4
USP30 block,3,8,28,0,-17,-290,9,18
OTUD3 inh,-4,2,19,-6,-10,-40,5,0
USP7 block,-15,-1,6,-3,-1,-13,-28,-30
USP10 inh,1,0,6,4,-4,-4,-1,0
USP17 inh,5,3,19,-9,-19,-46,-5,5
UCHL1 inh,-1,-1,0,-3,1,-17,1,0
